Assay outcomes deposited in PubChem by several laboratories.
Thrombin inh: human alpha-thrombin inhibitors, primary screen, counter-screen for coagulation protease inhibitor project, biochemical, 1536-well, fluorogenic AMC substrate | hit rate 0.26% among 220,000 | Prothrombin (Homo sapiens), P00734 | AID 1046, 2008 | inhibition, % at 5 µM | Boc-VPR-AMC fluorogenic substrate cleavage;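 active means inhibition at or above 40%; inactive means inhibition below 40%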;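 further: 0% = enzyme with no compound and 100% = wells without enzyme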
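System – human alpha-thrombin protein · Reagent – Boc-VPR-AMC substrate, 15 µM final · Compound – 5 µM single dose in 0.2% DMSO · Schedule – reaction at room temperature · Technique – AMC fluorescence at 355 nm excitation and 460 nm emission · Read-out basis – % inhibition relative to enzyme controls and enzyme-free blanks · Control set – no-compound enzyme wells and no-enzyme blanks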
Calpain2 inh: inhibitors of pig calpain II, primary screen, biochemical, fluorogenic peptide substrate, 1536-well; purified calpain II, 30 min; inhibition, % at 16 µM; hit rate 0.37% among 220,000;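 active means inhibition above about 50%, limit read from the data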
EBV gp42 block: Epstein-Barr virus gp42 inhibitors, primary screen, biochemical, uHTS, fluorescence polarization; Fluorescence polarization binding assay, mP read-out; inhibition, % (tested at 21.74 µM); hit rate 0.42% among 220,000; in the data active means inhibition above about 50%
Target sequence (Q1HVG2 whole entry, looked up): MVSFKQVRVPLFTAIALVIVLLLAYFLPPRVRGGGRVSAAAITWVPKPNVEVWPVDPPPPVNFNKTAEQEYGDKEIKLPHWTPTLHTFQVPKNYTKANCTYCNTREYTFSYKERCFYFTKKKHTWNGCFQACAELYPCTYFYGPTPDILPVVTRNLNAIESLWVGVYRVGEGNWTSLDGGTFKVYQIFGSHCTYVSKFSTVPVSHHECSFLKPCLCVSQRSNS
PPC-1+TRAIL kill: compounds killing PPC-1 cancer cells with TRAIL present, primary screen, TRAIL potentiator project, ATPLite luminescence, uHTS; hit rate 0.41% among 220,000; cell killing (% activity), % at 4 µM; PPC-1 cells + TRAIL, ATPLite viability luminescence; AID 1443, 2008;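 active means cell killing above 50% in the first pass at 4 µM, then a duplicate retest at 5 µM averaging 50% or more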;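 further: plate controls were cells with TRAIL plus DMSO for no effect and medium-only wells lacking cells for full effect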
Furin inh: human furin inhibitors, primary screen, biochemical, fluorescence intensity; inhibition, % at 30 µM; AID 463115, 2010; purified furin, fluorogenic substrate cleavage; P09958; hit rate 0.061% among 220,000; in the data active means inhibition above about 25%; further: inactives centre near -15
TRPN1 ag: zebrafish TRPN1 channel agonists, primary screen, cell-based, HEK293, calcium fluorescence; transient receptor potential cation channel N1 (TRPN1/NompC), Danio rerio; HEK293 zebrafish TRPN1-YFP, Fluo-8 calcium fluorescence; 100% = response to 87 µM carbachol; activation, % at 3 µM; hit rate 0.18% among 220,000; AID 1424, 2008;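 active means activation above its plate's cutoff, the mean activation of test wells on that plate plus 3 SD, cut at about 19% in these data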;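 further: 0% = DMSO alone and 100% = 87 µM carbachol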
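System: zebrafish TRPN1-YFP in HEK293 cells / Dosing: 3 µM single point / Timing: dye loading 1 h at 37 °C, then 30 min room temperature / Signal: Fluo-8 calcium fluorescence, excitation 470-495 nm, emission 515-575 nm / Read-out basis: percent activation from peak over basal fluorescence ratio, control-normalized / Control set: high carbachol 87 µM, low DMSO alone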
TbHK1 inh: Trypanosoma brucei hexokinase 1 inhibitors, primary screen, biochemical, G6PDH-coupled NADH absorbance, MLSCN library | recombinant TbHK1, G6PDH-coupled NADH A340 | hexokinase 1 [Trypanosoma brucei] | inhibition, % at 10 µM | hit rate 0.11% among 220,000;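 active means inhibition of 50% or more in the single-dose primary screen; inactive means inhibition below 50%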
TRPML3 agonist: human TRPML3 channel agonists, primary screen, cell-based, HEK293 TRPML3-YFP, Fluo-8 calcium fluorescence, 3 µM; AID 1448, 2008; activation, % at 3 µM; hit rate 0.29% among 220,000; 100% = the carbachol control signal;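 active means activation above its plate's cutoff, the mean activation of the plate's test wells plus 3 SD, cut at about 12% in these data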;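 further: 0% = DMSO only wells and 100% = carbachol wells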
Target sequence (Q8TDD5 whole entry, looked up): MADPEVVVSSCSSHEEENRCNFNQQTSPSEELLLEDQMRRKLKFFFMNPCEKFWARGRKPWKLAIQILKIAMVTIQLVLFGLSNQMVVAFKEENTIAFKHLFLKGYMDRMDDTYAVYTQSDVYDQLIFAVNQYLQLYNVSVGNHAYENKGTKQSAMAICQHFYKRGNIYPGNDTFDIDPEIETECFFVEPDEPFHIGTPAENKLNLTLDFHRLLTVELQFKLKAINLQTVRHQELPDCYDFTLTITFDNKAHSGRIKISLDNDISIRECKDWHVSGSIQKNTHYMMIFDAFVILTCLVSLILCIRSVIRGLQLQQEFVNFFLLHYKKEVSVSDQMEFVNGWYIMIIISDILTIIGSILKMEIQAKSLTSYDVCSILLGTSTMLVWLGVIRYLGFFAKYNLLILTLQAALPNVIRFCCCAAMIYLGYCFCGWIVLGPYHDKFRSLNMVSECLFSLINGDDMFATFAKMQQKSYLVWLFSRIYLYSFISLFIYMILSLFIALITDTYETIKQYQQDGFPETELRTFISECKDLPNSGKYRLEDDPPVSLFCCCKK
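system = HEK293 cells stably carrying human TRPML3-YFP | doses = one concentration, 3 µM nominal, 0.3% DMSO | timing = dye loading 1 h 37 °C then 30 min ambient, 125 s read | detection = Fluo-8 calcium dye fluorescence, ex 470-495, em 515-575 nm | benchmarks = high control carbachol 87 µM, low control DMSO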
Cl transport mod: KCC2 cotransporter modulators, thallium flux, primary screen, cell-based, HEK293 KCC2, FluoZin-2 fluorescence, MLSMR; Solute carrier family 12 member 5 (Homo sapiens), Q9H2X9; KCC2 cells, thallium flux FluoZin-2 fluorescence; B-score of Tl+ flux slope (higher = more flux/activation; lower = inhibition) at 10 µM; hit rate 2.2% among 190,000; AID 1456, 2008;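 active means thallium flux slope and its plate-corrected score both differing from the plate sample mean at a set confidence after two filtering rounds, in either direction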;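 further: slope of fluorescence scaled to starting intensity during 10 to 20 s after thallium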
Numbers without * were called inactive; . = not tested or not shown; [ ] = remark or other dose.

SMILES	Thrombin inh	Calpain2 inh	EBV gp42 block	PPC-1+TRAIL kill	Furin inh	TRPN1 ag	TbHK1 inh	TRPML3 agonist	Cl transport mod
O=C(NCCc1ccncc1)Nc1ccccc1Cl	2.4	22.6	-2.1	-19.1	-21.0[20 µM]	-0.8	-5.9	1.0	-0.461
Cc1ccnc(Sc2nc3c(c(=O)[nH]c(=O)n3C)n2CCCc2ccccc2)n1	-7.3	6.8	-13.9	-0.1	-20.0	-0.2	-1.7	0.6	-0.191
COCCCNC(=O)c1ccc(CS(=O)(=O)Cc2cccc(C)c2)o1	8.5	8.1	-15.6	6.4	-30.3	1.3	-8.4	1.0	0.446
CCC(C)n1c(C)nc2c(c1=O)c1nc3ccccc3nc1n2CCC1=CCCCC1 (stereo not drawn)	0.7	-144.7	-34.0	10.7	-14.8[20 µM]	1.5	-0.2	-0.1	.
CC(=O)Nc1cc(NC(=O)CCCC(=O)O)ccc1Cl	1.6	6.9	3.2	16.0	-11.4	1.9	-0.8	2.0	.
COC(=O)COc1ccc(NC(=O)c2ccco2)cc1	1.1	-15.6	-10.0	-17.8	-14.5	1.4	-5.1	1.4	-0.82
CCCCn1nnnc1NCc1cc(OC)c(OC)c(OC)c1	-6.2	-30.8	-0.9	-12.4	-26.2	0.5	-0.6	-0.1	.
CC(C)=C1SC(N2CCN(c3ccc(Cl)cc3)CC2)=NC1=O	7.0	-20.3	-20.7	-12.3	-28.4	-0.2	1.9	-0.2	-0.00361
O=C1NC(Cc2c[nH]c3ccccc23)C(=O)N1c1ccc(F)cc1 (stereo not drawn)	-1.8	5.7	-10.2	8.1	-8.9[20 µM]	0.1	1.0	0.5	.
O=c1cc(N2CCOCC2)cnn1-c1ccccc1	-0.6	-2.7	-3.7	27.8	-22.5	0.8	-4.6	1.0	0.268
O=C(O)/C(=C\c1ccco1)NC(=O)c1ccccc1	-4.6	19.4	2.0	3.8	-2.0	-0.1	-4.1	0.8	1.43
Nc1c(N2CCCC2)c2ccccc2oc1=O	-5.2	-20.0	-12.1	-3.5	-14.1	1.9	-8.5	1.5	-0.384
CCOc1ccc(C(=O)Nc2ccc(NC(=O)c3cccs3)cc2)cc1[N+](=O)[O-]	-3.8	3.8	-6.5	2.7	-1.5	0.4	-18.9	0.9	0.31
CN(C)S(=O)(=O)c1cc(NC(=O)Cn2ccsc2=N)ccc1Cl	-9.3	-9.7	-0.3	4.0	-30.4	0.8	-3.7	0.9	-0.0156
CCC(Oc1ccccc1)C(=O)Nc1ccc(S(=O)(=O)NCC2CCCO2)cc1 (stereo not drawn)	-6.3	-12.8	-32.2	8.6	-18.2	5.7	-2.9	2.6	0.756
O=C(NCCN1CCOCC1)C12CC3CC(C1)CC(c1ccccc1)(C3)C2	5.2	-36.8	1.8	-0.3	-8.0	1.2	-0.9	1.5	-0.583
Cc1ccc(C(=O)Oc2coc(CSc3nnc(NC(=O)c4cccs4)s3)cc2=O)cc1	-6.0	13.1	7.4	21.5	-7.0	0.3	4.3	0.0	1.37
COC(=O)c1ccc(S(=O)(=O)N2Cc3ccccc3C2)cc1	.	29.5	-4.7	20.4	-1.1	-1.5	5.8	-0.5	-0.0713
COc1ccc(-c2nnnn2C(C)C)cc1	-2.8	-1.2	-12.2	10.4	-8.3	3.1	-2.2	0.7	-0.7
CCCCCNC(=O)c1ccc2c(=O)n(CCCOCC)c(=S)[nH]c2c1	-7.4	28.2	-13.6	11.1	-6.0	0.8	4.4	1.8	-0.803
Cc1nc2ccccc2c2oc(C(=O)NCc3ccc4c(c3)OCO4)cc12	1.6	-100.5	-2.1	-8.2	-2.3	3.7	-16.0	0.0	-1.72
O=C(Cn1cc(-c2nnnn2-c2ccc(Cl)cc2)c(=O)c2ccccc21)c1ccccc1	3.7	29.2	-13.4	11.0	-11.7[20 µM]	1.0	5.4	1.7	.
COC(=O)COn1c(SCC(=O)OC)nc2ccccc2c1=O	-0.8	3.4	-5.1	29.0	-10.7	1.5	4.5	0.3	1.03
CC(=O)C1CCN(Cc2ccccc2)CC1	1.9	21.3	-18.9	-2.3	-7.9[20 µM]	0.9	-1.5	0.9	.
CN(C)S(=O)(=O)N(CC(=O)Nc1cccc(F)c1)c1ccccc1	-6.4	-44.9	-0.8	14.1	-12.0[20 µM]	-2.0	10.4	0.4	0.0794
Cc1cccc(C(=O)NCCNc2nc3cc(C)c(C)cc3cc2C)c1	-4.9	-40.7	11.2	3.6	-46.6	0.1	-8.0	0.5	0.0618
Cc1ccc2c(c1)C1CN(C)CCC1N2CC(=O)N(C)c1ccccc1 (stereo not drawn)	-3.9	-17.9	-41.7	17.5	-14.7	0.6	2.8	0.4	0.156
O=C(c1ccccc1)c1c[nH]c(C(=O)NCCCN2CCOCC2)c1	-3.9	-32.2	-8.6	16.7	-17.5[20 µM]	1.7	-0.6	0.9	0.451
CC1(C(=O)N2CC3(CC(c4cccc(NC(=O)CC(c5ccccc5)c5ccccc5)c4)=NO3)C[C@@H]2C(N)=O)CC1 (stereo partly drawn)	-5.1	-6.8	4.3	2.8	-18.4	.	-15.6	.	-0.386
CSc1ccc(/C=N/NC(=O)c2cccs2)cc1	-21.4	-17.6	-1.7	5.4	-11.4	-1.1	-21.8	-0.4	-0.593
CCCN(CCC)CCNC(=O)C(NS(=O)(=O)c1ccc2c(c1)CCC(=O)N2)c1ccccc1 (stereo not drawn)	-6.9	-15.6	-14.0	13.3	-7.5[20 µM]	1.1	7.8	1.3	1.04
CCOC(=O)C1=C(O)C(=O)N(c2ccc(S(N)(=O)=O)cc2)C1c1cccc([N+](=O)[O-])c1 (stereo not drawn)	-1.9	26.5	-6.6	2.0	-19.7	-0.8	-24.2	0.4	-1.1
C/C(=N\NC(=S)Nc1cccc(C)c1)c1ccco1	5.1	-9.2	-23.6	3.3	-19.1	-1.3	-24.4	0.4	78.4*
O=C(COC(=O)c1sc2ccccc2c1Cl)NCC1CCCCC1	-3.0	17.0	-22.1	9.5	-14.8	1.4	0.1	1.9	-1.77
COc1ccc(-c2cc3cc(OC)c(OC)cc3c(C)n2)cc1C	7.9	-15.0	3.6	21.7	-5.8	-1.2	-14.1	-1.6	-0.0775
CCOC(=O)C1CCCN(C(=O)c2cn(CC)c3ccc(S(=O)(=O)N4CCCC4)cc3c2=O)C1 (stereo not drawn)	-2.3	27.7	-14.9	13.5	-3.8	1.0	-27.0	0.6	.
CC1(C)Cc2c(sc(N)c2C#N)C(C)(C)N1	-7.3	-37.5	-25.0	23.9	-26.5	2.2	0.5	-0.1	0.279
Cc1cc(=O)[nH]c(N/N=C/c2ccc(OC(=O)c3cccnc3)cc2)n1	1.7	13.6	-14.2	-11.5	3.3	0.5	-32.7	-0.4	-0.846
Cn1cc([N+](=O)[O-])c(C(=O)Nc2ccn(Cc3c(F)c(F)cc(F)c3F)n2)n1	1.6	13.6	-10.2	13.5	-12.1[20 µM]	-0.3	-5.7	0.4	0.0262
Cc1cc(Oc2ccccc2)nc(OCC#N)n1	-7.2	6.0	4.7	6.9	3.3[20 µM]	-0.4	1.5	0.4	.

Single records (already shown). Order of screens: Thrombin inh	Calpain2 inh	EBV gp42 block	PPC-1+TRAIL kill	Furin inh	TRPN1 ag	TbHK1 inh	TRPML3 agonist	Cl transport mod
O=C(NCCc1ccncc1)Nc1ccccc1Cl as listed: 2.4	22.6	-2.1	-19.1	-21.0[20 µM]	-0.8	-5.9	1.0	-0.461
CCCCCNC(=O)c1ccc2c(=O)n(CCCOCC)c(=S)[nH]c2c1 as listed: -7.4	28.2	-13.6	11.1	-6.0	0.8	4.4	1.8	-0.803
O=C(Cn1cc(-c2nnnn2-c2ccc(Cl)cc2)c(=O)c2ccccc21)c1ccccc1 as listed: 3.7	29.2	-13.4	11.0	-11.7[20 µM]	1.0	5.4	1.7	.
COc1ccc(-c2cc3cc(OC)c(OC)cc3c(C)n2)cc1C as listed: 7.9	-15.0	3.6	21.7	-5.8	-1.2	-14.1	-1.6	-0.0775
CCCCn1nnnc1NCc1cc(OC)c(OC)c(OC)c1 as listed: -6.2	-30.8	-0.9	-12.4	-26.2	0.5	-0.6	-0.1	.

(next part)
SMILES	Thrombin inh	Calpain2 inh	EBV gp42 block	PPC-1+TRAIL kill	Furin inh	TRPN1 ag	TbHK1 inh	TRPML3 agonist	Cl transport mod
O=C(Nc1ccc([N+](=O)[O-])cc1)N1CCCCC1	-6.6	1.1	-2.8	0.2	-2.1	0.8	-25.0	0.6	0.0217
C=CCN(C(=O)Nc1ccc(F)cc1)C1CC(=O)N(c2ccc(OC)cc2)C1=O (stereo not drawn)	20.2	2.3	-2.5	-2.0	-5.8[20 µM]	0.6	7.0	0.4	-1.33
O=C(O)CCCCCN1C(=O)C2CCCCC2C1=O (stereo not drawn)	-8.0	15.5	1.9	1.5	-17.9[20 µM]	0.5	-4.4	0.8	-0.557
O=C(CSc1nnc(CNC(=O)c2cccs2)o1)Nc1ccccc1	-1.6	-26.8	-24.4	8.9	-16.3	-1.1	-3.2	-0.4	-0.149
O=S(=O)(c1ccccc1)N1CCN=C1SCc1ccc(Cl)cc1	-5.9	1.0	-4.8	11.7	-24.1	-1.6	1.5	9.2	-0.987
O=C1c2ccccc2C(=O)N1CCCCN1CCN(CCCCN2C(=O)c3ccccc3C2=O)CC1	.	.	.	.	25.8*[20 µM]	-0.2	0.1	2.1	1.95
C/C(=C\c1ccc(C)o1)C(=O)c1c(C)cc(C)[nH]c1=O	4.7	10.4	-20.6	-5.3	-1.2	-0.4	-31.4	-0.4	-0.0109
CCC1COC(c2cccn2Cc2ccc(Cl)cc2)=N1 (stereo not drawn)	-12.4	20.1	-3.3	-1.7	-5.4	-2.1	-2.2	0.1	0.54
CCOC(=O)c1cccc(NC(=O)C(C)N2C(=O)c3ccccc3C2=O)c1 (stereo not drawn)	0.9	14.8	-7.1	-8.8	-18.2	-0.3	-0.9	-0.1	-0.0698
CCN(CC)C(=O)Cn1cc(C(=O)C(=O)NCC2COc3ccccc3O2)c2ccccc21 (stereo not drawn)	37.7	-23.9	-8.0	6.4	-24.3	-0.8	7.2	-0.6	-0.0828
CC(NC(=O)/C=C/c1ccc(Br)cc1)c1ccc(Cl)cc1 (stereo not drawn)	-3.0	-2.8	5.8	-6.4	-6.2	-1.1	0.1	0.7	-0.136
Cc1cc(OCC(=O)Nc2ccncc2)ccc1[N+](=O)[O-]	-0.7	-18.7	-11.9	22.5	-31.4	7.4	-9.7	3.4	-1.37
